Compound activity from PubChem.
GPR7 antag = antagonists of human GPR7 (neuropeptides B/W receptor 1); P48145; GPR7-expressing cells, fluorescence antagonist assay; inhibition, % at 4.4 µM; 290,000 compounds, 1.1% hits; AID 1861; in the data active means inhibition above about 16%, passing the limit was not always enough;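 further: cells stimulated with the agonist NPW; 0% = agonist with vehicle and 100% = vehicle without agonist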
Target sequence (P48145 whole entry, looked up): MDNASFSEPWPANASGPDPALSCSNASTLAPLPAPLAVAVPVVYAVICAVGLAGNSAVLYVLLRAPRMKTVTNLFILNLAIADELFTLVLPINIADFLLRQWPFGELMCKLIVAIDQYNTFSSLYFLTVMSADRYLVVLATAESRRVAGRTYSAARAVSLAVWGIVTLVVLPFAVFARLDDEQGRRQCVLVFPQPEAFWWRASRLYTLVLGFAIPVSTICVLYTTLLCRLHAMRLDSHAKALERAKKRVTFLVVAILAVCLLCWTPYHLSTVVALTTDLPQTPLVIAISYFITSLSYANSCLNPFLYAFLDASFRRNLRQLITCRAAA
M18AAP inhibitor = PfM18AAP enzyme inhibition. recombinant PfM18AAP, H-Glu-NHMec fluorogenic cleavage. inhibition, % at 7.35 µM. 290,000 compounds, 1.2% hits;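 active means inhibition above the campaign mean inhibition over all tested compounds plus 3 SD, cut at about 28% in these data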;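 further: 0% = plate median of test compound wells and 100% = 2 mM ZnCl2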
MEKK2wt PB1 HTS = raises or lowers MEK5 binding to wildtype human MEKK2 PB1 domain. Q9Y2U5. bead flow cytometry, Alexa488-MEK5 binding to MEKK2 WT; actives lie on both sides. binding response (% of control), % at 10 µM. 290,000 compounds, 1.1% hits. AID 1531; in the data active means binding response below about 67% or above about 130%
MEKK2 mut-MEK5 = signal of MEK5 binding to mutant human MEKK2 PB1 domain; percent response, % at 10 µM; 290,000 compounds, 0.35% hits; AID 1530; bead flow cytometry, Alexa488-MEK5 binding to MEKK2 mutant; in the data active means percent response above about 24%, passing the limit was not always enough; further: inactives centre near 1; some results filed as inactive read as strong as hits; reference of the scale not given here
DNA FID counter = counter-screen for HCV NS3 helicase inhibitors: DNA intercalator displacement | DNA fluorescent intercalator displacement, fluorescence | inhibition, % at 7.9 µM | 290,000 compounds, 0.17% hits; in the data active means inhibition above about 37%;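 further: 0% = vehicle and 100% = reference compound; higher means more ethidium bromide displaced from hairpin DNA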
OXTR ag = activates the human oxytocin receptor; P30559; CHO-OTR cells, Fluo-8 calcium fluorescence; normalized: DMSO 0%, oxytocin 100%; activation, % at 3 µM; 320,000 compounds, 0.32% hits;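 active means activation above the mean of all tested compounds plus 3 SD, cutoff set per screening run, cut at about 20% in these data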;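 further: peak over basal fluorescence ratio from a 100 s FLIPR kinetic read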
Target sequence (P30559 whole entry, looked up): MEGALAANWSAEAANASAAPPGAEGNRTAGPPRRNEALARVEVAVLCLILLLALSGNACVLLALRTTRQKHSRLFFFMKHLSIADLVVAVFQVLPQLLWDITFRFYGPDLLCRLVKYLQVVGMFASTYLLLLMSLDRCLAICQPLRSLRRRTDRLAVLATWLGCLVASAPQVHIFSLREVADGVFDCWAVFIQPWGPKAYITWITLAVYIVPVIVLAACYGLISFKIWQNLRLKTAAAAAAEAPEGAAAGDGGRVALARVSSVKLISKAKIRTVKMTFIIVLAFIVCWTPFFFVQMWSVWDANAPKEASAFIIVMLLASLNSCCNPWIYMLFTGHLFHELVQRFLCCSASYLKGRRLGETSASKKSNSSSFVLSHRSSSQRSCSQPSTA
NALP1 inh = NALP1 inhibition | S. cerevisiae NALP1/ASC/caspase-1 growth, X-gal OD620, 72 h | inhibition, % at 10 µM | 280,000 compounds, 0.61% hits | AID 2071; in the data active means inhibition mostly above about 24%, no sharp cut-off; inactive means mostly below about 32%; further: some compounds called inactive have numbers as strong as hits
MEKK3 PB1 HTS = raises or lowers MEK5 binding to the human MEKK3 PB1 domain | Q99759 | bead-based flow cytometry, Alexa488-MEK5 binding to MEKK3; actives lie on both sides; 0 = blocked by unlabeled MEK5, 100 = vehicle | binding response (% of control), % at 10 µM | 290,000 compounds, 1.4% hits | AID 1529;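 active means binding response more than 3 SD above or below the average of its plate-row segment, actives on both sides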;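 further: Alexa488 bead fluorescence after subtracting the streptavidin-only scavenger bead signal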
PHOSPHO1 block = blocks human PHOSPHO1 phosphatase activity. Q8TCT1. inhibition, % at 13.3 µM. 290,000 compounds, 1.1% hits. recombinant PHOSPHO1, absorbance phosphatase assay. AID 1565; in the data active means inhibition above about 60%
Target sequence (Q8TCT1 whole entry, looked up): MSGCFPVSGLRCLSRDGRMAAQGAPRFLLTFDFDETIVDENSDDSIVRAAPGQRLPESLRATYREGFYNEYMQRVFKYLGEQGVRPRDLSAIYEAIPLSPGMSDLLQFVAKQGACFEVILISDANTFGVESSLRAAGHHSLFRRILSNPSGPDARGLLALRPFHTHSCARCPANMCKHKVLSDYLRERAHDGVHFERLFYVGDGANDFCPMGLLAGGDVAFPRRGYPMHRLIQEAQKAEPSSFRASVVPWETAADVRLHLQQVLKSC
An asterisk follows results filed as active; . = not tested or not shown.

SMILES | GPR7 antag | M18AAP inhibitor | MEKK2wt PB1 HTS | MEKK2 mut-MEK5 | DNA FID counter | OXTR ag | NALP1 inh | MEKK3 PB1 HTS | PHOSPHO1 block
CC(NC(=O)C1CCN(S(=O)(=O)N2CCCCCC2)CC1)c1ccccc1 (stereo not given) | -1 | -13 | 102 | 10 | -13 | 4.3 | 2 | 98 | 26
COC(=O)c1ccc(NC(=O)c2ccc(N(C)S(C)(=O)=O)cc2)cc1 | 10 | 4 | 98 | 0 | -9 | 13 | 6 | 102 | 0
COCCCN1C(=O)C(=O)/C(=C(/O)c2ccccc2)C1c1ccc2c(c1)OCO2 (stereo not given) | -8 | 0 | 101 | 8 | -4 | 0.5 | 8 | 105 | 6
Cc1ccc(NC(=S)NC(=O)C2CC2)cc1Cl | 4 | 1 | 104 | 5 | -25 | . | 10 | 103 | 26
Oc1c(C=NCc2ccccc2)sc2ccccc12 | -10 | -6 | 103 | 4 | -5 | -1.0 | -9 | 102 | -21
Cc1ccn2c(C=O)c(-c3ccc(F)cc3)c(C=O)c2c1 | -7 | -2 | -3.0* | 13 | -8 | -3.2 | -15 | 93 | 24
Cc1ccc(C(=O)N2CCN(c3ncccn3)CC2)cc1S(=O)(=O)N1CCCCC1 | -2 | -3 | 99 | -2 | -21 | -1.2 | . | 101 | -17
CCN(Cc1ccccc1)C(=O)CN1C(=O)c2ccccc2C1=O | 12 | 5 | 97 | 4 | -17 | -0.5 | 10 | 98 | .
COCCNC(=O)CN(c1ccc(C)cc1)S(=O)(=O)c1ccccc1 | -9 | -1 | 92 | -5 | -9 | -1.0 | 28 | 90 | 5
Cc1nn(C)cc1CNC(=O)C1CCC(=O)N(CC2CCCCC2)C1 (stereo not given) | -3 | -6 | 107 | 6 | -6 | 0.1 | -3 | 103 | 29
CCOc1ccc(NC(=O)CC2C(=O)N(C)C(=S)N2Cc2ccc3c(c2)OCO3)cc1 (stereo not given) | 6 | 9 | 94 | 1 | -13 | 1.5 | 25 | 102 | 15
Cc1cc(C)c(S(=O)(=O)NCC2CCC(C(=O)NCc3ccc4c(c3)OCO4)CC2)c(C)c1 (stereo not given) | 6 | -12 | 86 | -6 | -14 | 5.8 | 20 | 84 | 12
COc1cc2c(c3oc(=O)cc(CC(=O)O)c13)CCC(C)(C)O2 | -3 | -3 | 106 | 1 | -22 | -2.6 | 0 | 100 | 1
CC(C)(C)CN1CCNC(=O)C1CC(=O)N1CCOc2ccccc2C1 (stereo not given) | -10 | 4 | 99 | -3 | -16 | 0.0 | 1 | 98 | 28
CCC1CCc2[nH]nc(C(=O)O)c2C1 (stereo not given) | 1 | 1 | 100 | -3 | -3 | 0.3 | 16 | 100 | 3
COc1ccc(Nc2nnc(SCc3cn4c(C)cccc4n3)s2)cc1 | 2 | -9 | 97 | 0 | -11 | 0.4 | 4 | 95 | -9
O=c1cc(COc2ccc(Cl)c(Cl)c2)nc2sccn12 | -16 | 4 | 101 | 9 | -4 | 1.2 | -3 | 102 | 41
Cc1ccc(-c2c(CC(=O)O)c(C)nc3sc4c(c23)CCCC4)cc1 | -3 | 4 | 102 | 10 | -27 | 8.5 | -4 | 103 | 20
CCc1ccc(NC(=O)C2CC(=O)N(C(C)C)C2)cc1 (stereo not given) | 8 | -8 | 100 | 1 | -3 | -0.1 | 16 | 100 | -10
CCOc1cc(C(=O)Nc2c3c(nn2C(C)(C)C)CS(=O)C3)cc(OCC)c1OCC (stereo not given) | 2 | 8 | 102 | 2 | -33 | -0.1 | -50 | 109 | 21

2 compounds from above, limited to OXTR ag:
canonical_smiles | OXTR ag
COCCNC(=O)CN(c1ccc(C)cc1)S(=O)(=O)c1ccccc1 | -1.0
Cc1ccn2c(C=O)c(-c3ccc(F)cc3)c(C=O)c2c1 | -3.2

Remaining list, next part:
SMILES | GPR7 antag | M18AAP inhibitor | MEKK2wt PB1 HTS | MEKK2 mut-MEK5 | DNA FID counter | OXTR ag | NALP1 inh | MEKK3 PB1 HTS | PHOSPHO1 block
CC(=O)c1ccc(S(=O)(=O)NCCc2csc(-c3cccnc3)n2)cc1 | -3 | -1 | 103 | 6 | -13 | 1.0 | 6 | 101 | 29
Cc1cc(NC(=O)CCC(=O)N(CC(=O)NC2CCCC2)c2ccccc2)no1 | -12 | -2 | 98 | 6 | -27 | -1.0 | 4 | 98 | 8
COc1cc([N+](=O)[O-])ccc1NC(=O)CCS(=O)(=O)c1ccc2c(c1)n(C)c(=O)c(=O)n2C | -1 | 3 | 104 | -1 | -2 | -0.3 | 5 | 99 | 44
CC1(C)CN=C(N(Cc2ccccc2)C(=O)Nc2ccccc2)S1 | -11 | 2 | 111 | 2 | 0 | -0.4 | 38 | 108 | -15
Cc1ccc(SCCC(=O)Nc2c(C)n(C)n(-c3ccccc3)c2=O)cc1 | 1 | -1 | 107 | 3 | -14 | -1.4 | -4 | 104 | 18
OCCN1CCN(CC(O)COc2ccc3ccccc3c2)CC1 (stereo not given) | -6 | 2 | 111 | 9 | 1 | 0.4 | 28 | 103 | -31
Cc1csc(NC(=O)CSc2nc3ccccc3c3c2CCCC3)n1 | 0 | -1 | 95 | 13 | 2 | -0.4 | 24 | 100 | -1
O=C(CSCc1cnn(-c2ccccc2)c1-n1cccc1)NCCN1CCOCC1 | -17 | 3 | 106 | 4 | -3 | -0.3 | -15 | 105 | -12
Cn1c(CNC(=O)c2ccccc2F)nnc1SCC(=O)NCc1ccccc1 | -6 | -9 | 102 | 2 | -3 | -0.9 | -1 | 101 | 27
COc1ccccc1-c1nnc(SCC(=O)N2CCCCC2)o1 | -6 | 0 | 104 | 2 | -26 | 0.2 | 19 | 104 | 8
CSc1ccccc1NC(=O)c1cc(-c2cccnc2)nc2ccc(Br)cc12 | -12 | -3 | 97 | 1 | -2 | -2.2 | 10 | 101 | 25
CN(C)CCN1C(=O)C(O)=C(C(=O)c2cc3ccccc3o2)C1c1ccccn1 (stereo not given) | 15 | -10 | . | . | 11 | 0.3 | 12 | . | 30
NC(=O)c1cccnc1Nc1ccccc1F | -4 | 4 | 102 | -2 | -3 | 0.0 | 25 | 102 | -7
CC1CCC(C(C)C)C2=C1C(C#N)(C#N)C(C#N)(C#N)C(c1ccccc1)N2 (stereo not given) | 4 | 36* | 98 | -4 | 2 | 2.5 | -4 | 101 | 10
Cc1ccc([N+](=O)[O-])cc1S(=O)(=O)N1CCCN(C)CC1 | -7 | 1 | 106 | 8 | 1 | 1.1 | 12 | 102 | 47
CC(=O)c1ccc(NC(=O)c2cn(-c3ccccc3)nc2-c2ccncc2)cc1 | -19 | 7 | 98 | -4 | -6 | -1.5 | 17 | 96 | -2
CCOc1ccc(S(=O)(=O)N2CCCCC2)c2ccccc12 | -10 | -1 | . | . | -20 | -0.1 | 7 | . | -4
C=CCOc1ccc(C2NC(=S)NC3=C2CCc2ccccc23)cc1 (stereo not given) | -15 | 7 | 93 | -17 | -13 | -1.7 | 4 | 94 | 17
CCn1c(O)c(N=NC2=NC(=O)CS2)c2cc(C)ccc21 | -4 | 4 | 97 | 7 | -2 | -1.4 | 9 | 100 | 55
Cc1ccc(NC(=O)CN(C)Cc2cccs2)cc1Cl | -5 | 3 | 98 | 1 | -10 | -1.5 | 5 | 101 | 28

5 consecutive records already listed, for reference:
SMILES | GPR7 antag | M18AAP inhibitor | MEKK2wt PB1 HTS | MEKK2 mut-MEK5 | DNA FID counter | OXTR ag | NALP1 inh | MEKK3 PB1 HTS | PHOSPHO1 block
CC(=O)c1ccc(S(=O)(=O)NCCc2csc(-c3cccnc3)n2)cc1 | -3 | -1 | 103 | 6 | -13 | 1.0 | 6 | 101 | 29
Cc1cc(NC(=O)CCC(=O)N(CC(=O)NC2CCCC2)c2ccccc2)no1 | -12 | -2 | 98 | 6 | -27 | -1.0 | 4 | 98 | 8
COc1cc([N+](=O)[O-])ccc1NC(=O)CCS(=O)(=O)c1ccc2c(c1)n(C)c(=O)c(=O)n2C | -1 | 3 | 104 | -1 | -2 | -0.3 | 5 | 99 | 44
CC1(C)CN=C(N(Cc2ccccc2)C(=O)Nc2ccccc2)S1 | -11 | 2 | 111 | 2 | 0 | -0.4 | 38 | 108 | -15
Cc1ccc(SCCC(=O)Nc2c(C)n(C)n(-c3ccccc3)c2=O)cc1 | 1 | -1 | 107 | 3 | -14 | -1.4 | -4 | 104 | 18

The list goes on:
SMILES | GPR7 antag | M18AAP inhibitor | MEKK2wt PB1 HTS | MEKK2 mut-MEK5 | DNA FID counter | OXTR ag | NALP1 inh | MEKK3 PB1 HTS | PHOSPHO1 block
COc1ccc(-c2cn3ccccc3n2)cc1OC | -9 | -15 | 103 | 5 | 1 | -1.2 | 8 | 106 | -1
O=c1[nH]c(=O)n(C(c2ccccc2)c2ccccc2)cc1Br | -8 | 5 | 89 | -9 | -13 | -0.8 | 2 | 100 | 28
CC1CCN(CC(=O)NCc2ccccc2)CC1 | 0 | -4 | 101 | 2 | -2 | 0.8 | -8 | 102 | 2
O=C(OCc1nnc(-c2ccccc2)o1)c1cc(S(=O)(=O)N2CCOCC2)c(Cl)cc1Cl | -8 | 8 | 109 | 5 | -5 | -0.6 | 5 | 106 | -37
CCOC(=O)NC1(C(F)(F)F)C(=O)NC(C)=C1C#N (stereo not given) | -12 | 7 | 97 | 6 | -11 | 1.3 | -136 | 93 | 2
CCOC(=O)c1nn(-c2ccccc2)c(=O)cc1SC(C)CC (stereo not given) | 0 | 1 | 96 | 2 | -23 | -1.3 | 9 | 104 | 21
CC(=O)c1cc2c(cc1NS(=O)(=O)c1ccc(F)cc1)OCO2 | -4 | -3 | 82 | -4 | 10 | -0.1 | -3 | 86 | 47
Clc1cc(Cl)cc(C2=NCCC(c3ccccc3)O2)c1 (stereo not given) | 5 | -9 | 106 | 0 | -1 | 2.0 | 20 | 107 | -1
COc1ccc(/C=C/C(=O)Nc2cc(C)on2)cc1 | -3 | -2 | 92 | -3 | -8 | 0.1 | 36 | 90 | -4
Cc1ccc(CC(=S)N2CCOCC2)cc1 | -9 | 29* | 96 | -2 | -1 | -1.2 | 20 | 100 | 36
C=C(C)COc1ccc(-c2n[nH]c(C)c2-c2ccc(OC)c(OC)c2)c(O)c1 | 0 | 5 | 101 | -38 | -18 | -0.4 | 2 | 90 | 0
Cc1cccc(C(=O)O/N=C(\N)c2ccccn2)c1 | 6 | 8 | 100 | -2 | -7 | 0.8 | 7 | 98 | 20
Cc1cc(C)cc(NC(=O)N2CCc3ccccc3C2)c1 | 6 | 10 | 96 | -6 | -30 | . | 21 | 98 | 1
COc1ccc(/C=N/Nc2ccccn2)cc1O | -1 | 9 | 99 | 7 | -5 | 0.8 | 18 | 102 | 28
CC(C)C(=O)N(Cc1ccccc1)c1ccccn1 | 3 | 3 | 107 | 8 | -3 | 0.6 | 48 | 107 | 4
COC(=O)N1C(=O)[C@](c2ccccc2)(C2CCCC2)N1C(=O)OC | 5 | -1 | 96 | 30* | -30 | -1.7 | 21 | 100 | -109
COc1ccc(CCNC(=O)C(=O)Nc2nccs2)cc1OC | 0 | 2 | 115 | 20 | -5 | 0.3 | 26 | 111 | 18
O=C(CCN1CCN(S(=O)(=O)c2ccc(Cl)cc2)CC1)Nc1ccc(F)cc1 | 19 | 6 | 102 | 1 | -17 | 6.5 | 13 | 102 | 12
CCCn1c(SCC(=O)NC2CCCC2)nc2c1c(=O)n(C)c(=O)n2C | 6 | -12 | 112 | 9 | -15 | 0.6 | 6 | 104 | 21
CC(O)[C@H]1CNC(=O)C(=O)N1CC1(c2ccccc2)CC1 (stereo not given in full) | . | . | 90 | -6 | . | 0.0 | . | 98 | 25
CC1=C(C(=O)N2CCCC(CCC(=O)NCc3ccc(F)c(F)c3)C2)OCCO1 (stereo not given) | -5 | -5 | 64 | -15 | -17 | 0.1 | -6 | 68 | 28
Nc1ccc(S(=O)(=O)c2ccc(Cl)cc2)cc1 | -5 | -2 | 97 | -7 | 1 | 0.6 | 13 | 99 | 8
COc1ccc(CNc2ncnc3c2[nH]c2cc(OC)c(OC)cc23)cc1 | 12 | 2 | 115 | 4 | 15 | 0.5 | . | 101 | 22

Compounds as they come. About 6.2% of those tested had a hit in this group.
